Screens (PubChem)
TPT1 inhibitor: Candida albicans TPT1 enzyme inhibitors, primary screen, biochemical, fluorescence polarization; tRNA 2'-phosphotransferase TPT1 (Candida albicans SC5314); recombinant caTPT1, FP RNA substrate dephosphorylation; inhibition, % at 5 µM; actives 0.81% (n = 300,000);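 active = inhibition above the mean of all tested compounds plus 3 SD, set per screening campaign, cut at about 24% in these data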;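 also: plate controls were DMSO alone for no effect and ferristatin control at 100 nM for full effect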
MCL1-BIM inh: inhibitors of MCL1 binding to BIM-BH3, primary screen, biochemical, fluorescence polarization | GST-MCL1 / FITC-Bim-BH3 fluorescence polarization | inhibition, % at 10.9 µM | actives 0.68% (n = 320,000) | AID 2057, 2009;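 active = inhibition above the mean inhibition of all tested compounds plus 3 SD, set per campaign, cut at about 40% in these data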;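 also: 0% = DMSO wells and 100% = unlabeled Bim-BH3 peptide control; higher means more loss of mP so more displacement of Bim peptide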
Target sequence (Q07820 whole entry, looked up): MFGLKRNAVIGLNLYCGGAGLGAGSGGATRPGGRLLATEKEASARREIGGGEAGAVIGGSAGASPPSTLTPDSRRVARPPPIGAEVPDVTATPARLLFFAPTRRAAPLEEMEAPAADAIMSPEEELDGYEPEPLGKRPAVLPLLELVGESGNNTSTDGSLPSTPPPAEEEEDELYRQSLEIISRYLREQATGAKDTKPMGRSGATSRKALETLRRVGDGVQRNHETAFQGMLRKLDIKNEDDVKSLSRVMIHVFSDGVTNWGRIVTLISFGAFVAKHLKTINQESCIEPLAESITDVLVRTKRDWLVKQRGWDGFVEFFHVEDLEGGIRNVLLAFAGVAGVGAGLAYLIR
PME-1 primary: PME-1 inhibitors via competitive probe labeling, primary screen, biochemical, fluorescence polarization, FP-Rh probe, HTS | Protein phosphatase methylesterase 1 (Homo sapiens), Q9Y570 | inhibition, % at 5.9 µM | actives 0.53% (n = 320,000) | recombinant PME-1;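 active = inhibition above the campaign mean of all compounds plus 3 SD, cut at about 26% in these data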;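 also: competitive labeling of PME-1 active site by serine hydrolase directed probe; 0% = PME-1 with DMSO and 100% = wells lacking PME-1 enzyme; inhibitors block probe labeling so polarization falls and inhibition rises; many of its hits are not listed in these tables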
MEX-5 binding: MEX-5 zinc finger RNA-binding disruptors – biochemical, C. elegans, fluorescence polarization, MLPCN library, primary screen; activity score (negative = inhibition of binding), % at 10 µM; MEX-5/FITC-TCR2 RNA binding; stronger effect = lower value; actives 0.38% (n = 300,000); AID 1832, 2009;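 active = inhibition past about -25% in most replicates, and total fluorescence under double the plate's negative control median, limit read from the data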;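 also: 0% = DMSO and -100% = 5 µM competing unlabeled TCR2 RNA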
PAD4 inh: human PAD4 inhibitors, primary screen, biochemical, fluorescence polarization, 1536-well format. Protein-arginine deiminase type-4 (Homo sapiens), Q9UM07. recombinant PAD4, RCA probe fluorescence polarization. inhibition, % at 6.36 µM. actives 0.41% (n = 330,000). AID 485272, 2010;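 active = percent inhibition above a cutoff equal to the mean of all tested compounds plus 3 SD, cut at about 15% in these data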;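 also: 0% = PAD4 with RCA probe and DMSO and 100% = probe without PAD4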
GSTO1 counter: inhibitors of recombinant GSTO1, primary screen, counter-screen for RBBP9 inhibitor project, biochemical, fluorescence polarization. Glutathione S-transferase omega-1 (Homo sapiens), P78417. activity-based probe fluorescence polarization. inhibition, % at 5.96 µM. actives 1.1% (n = 300,000). AID 1974, 2009;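 active = inhibition above the campaign mean inhibition plus 3 SD, cut at about 35% in these data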;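 also: 0% = GSTO1-1 with DMSO and 100% = wells lacking GSTO1-1 enzyme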
GLD-1 TGE inh: GLD-1/TGE RNA complex disruptors, primary screen, biochemical, fluorescence polarization; inhibition, % at 5.96 µM; Female germline-specific tumor suppressor gld-1 (Caenorhabditis elegans), Q17339; actives 0.44% (n = 320,000); purified GLD-1 + fluorescein TGE RNA;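 active = percent inhibition above a per-plate cutoff, the plate mean of test compounds plus 3 SD, cut at about 30% in these data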;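 also: 0% = DMSO wells with GLD-1 and probe and 100% = wells lacking GLD-1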
Target sequence (Q17339 whole entry, looked up): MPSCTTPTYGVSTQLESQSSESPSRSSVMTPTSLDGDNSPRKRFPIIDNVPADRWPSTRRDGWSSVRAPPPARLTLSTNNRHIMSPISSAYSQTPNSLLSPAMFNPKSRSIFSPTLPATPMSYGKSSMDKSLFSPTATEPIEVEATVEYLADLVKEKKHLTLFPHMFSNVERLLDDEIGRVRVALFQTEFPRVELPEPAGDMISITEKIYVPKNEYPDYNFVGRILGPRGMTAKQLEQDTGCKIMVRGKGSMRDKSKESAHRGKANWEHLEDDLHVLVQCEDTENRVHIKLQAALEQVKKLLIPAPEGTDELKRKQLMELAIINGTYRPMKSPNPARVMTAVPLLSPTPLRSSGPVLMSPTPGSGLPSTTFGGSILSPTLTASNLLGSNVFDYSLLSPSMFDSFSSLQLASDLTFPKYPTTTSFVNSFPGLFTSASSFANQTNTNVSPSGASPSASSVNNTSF
Bcl-xL primary: inhibitors of human Bcl-xL, primary screen, biochemical, fluorescence polarization, HTS. GST-Bcl-xL / FITC-Bim BH3 peptide fluorescence polarization. AID 2129, 2009. inhibition, % at 10.9 µM. actives 0.7% (n = 320,000);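 active = inhibition above the mean of all tested compounds plus 3 SD, cutoff set per campaign, cut at about 30% in these data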;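 also: 0% = DMSO wells and 100% = unlabeled Bim-BH3 peptide competitor; inhibitors lower millipolarization by displacing the labeled peptide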
Fam108B counter: mouse Fam108B serine hydrolase inhibitors, primary screen, counter-screen for RBBP9 inhibitor project, biochemical, fluorescence polarization; actives 0.33% (n = 300,000); recombinant Fam108B, FP-Rh probe fluorescence polarization; inhibition, % at 9.51 µM; AID 1947, 2009;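 active = inhibition above the screen mean inhibition plus 3 SD, computed separately per campaign, cut at about 18% in these data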;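 also: inhibitors lower polarization as less probe binds the enzyme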
Active calls of the source: *; . = no result given. An excerpt. The share of hits here may be higher or lower than overall.

Fields: TPT1 inhibitor, MCL1-BIM inh, PME-1 primary, MEX-5 binding, PAD4 inh, GSTO1 counter, GLD-1 TGE inh, Bcl-xL primary, Fam108B counter
COc1ccc(CCN(Cc2cc3cc(C)c(C)cc3nc2Cl)C(=O)C2CC2)cc1
  -1, -2, -4, 1.3, -3, 3, 8, 4, -3
COC(=O)Nc1cc([N+](=O)[O-])ccc1OC
  -3, 1, 5, -0.2, -4, 3, -2, 1, -1
O=C(CSc1ncn[nH]1)N/N=C/c1ccc(Br)cc1
  -3, 3, -5, 2.6, 0, 0, 6, 8, 9
CCc1ccc2c(COC(=O)C3CSC4(C)CCC(=O)N34)cc(=O)oc2c1 (stereo not drawn)
  ., 5, 4, ., 3, ., 2, 1, .
O=C(NCCOc1ccc(F)cc1)C1CCC(=O)N(CCc2ccccn2)C1 (stereo not drawn)
  -4, 0, -1, -1.4, -2, 1, 2, -1, -2
O=C(O)CC(c1cccc2ccccc12)n1cccc1 (stereo not drawn)
  2, 1, -7, -0.2, 1, -4, 6, 0, 2
O=C(c1ccoc1)N1CCC2(CC1)Oc1ccc(F)cc1C(=O)C21CC(c2ccccc2)=NO1 (stereo not drawn)
  -2, 3, 0, 0.0, 0, 0, 2, 5, 4
COc1ccccc1NC(=S)NC(=O)C1CC1
  0, 7, -1, 0.2, -3, 5, 2, 4, 3
COc1ccccc1NC(=S)N1CCN(C/C=C/c2ccccc2)CC1
  3, 5, 1, -1.9, -1, -2, 1, 5, 4
CCCN1Cc2cccc(C(=O)Nc3ccc(-c4nc5ccccc5[nH]4)cc3)c2C1=O
  -3, -7, 4, 0.1, 3, -2, -2, -1, -6

The listing continues.
Fields: TPT1 inhibitor, MCL1-BIM inh, PME-1 primary, MEX-5 binding, PAD4 inh, GSTO1 counter, GLD-1 TGE inh, Bcl-xL primary, Fam108B counter
COc1ccc(S(=O)(=O)N2C3CCC2CC(NC(=O)NC2CCCCC2)C3)cc1 (stereo not drawn)
  -3, -1, -2, -0.9, 2, 5, 3, 2, 4
CCc1ccc(NC(=O)CSCc2nc(N)nc(Nc3ccccc3CC)n2)cc1
  1, -1, 0, 1.6, 0, 7, -2, -2, -1
COC(Cn1cc(C)c(=O)[nH]c1=O)OC
  -3, 2, -5, 0.9, 2, 1, 2, 0, 1
CCn1c(CSCc2ccc(Cl)cc2)nnc1SCC(=O)Nc1cccc(C(=O)O)c1
  0, -5, -2, -1.3, 3, 1, -5, -3, 2
CC1=C(C)CC(C(=O)N2CCN(C/C=C/c3ccccc3)CC2)C(C(=O)O)C1 (stereo not drawn)
  0, 0, -8, 1.0, 3, -3, 4, 3, -2
O=C(Nc1ccc(Br)cc1Cl)N1CCOCC1
  1, -1, -2, -2.2, -4, 4, -3, -2, -1
O=C(C1CCCN(Cc2ccccc2Br)C1)N1CCCCC1 (stereo not drawn)
  -4, 9, 3, -1.0, -3, 7, 4, 6, -1
O=C(Nc1cccc(NC(=O)c2cncc(Br)c2)c1)c1cncc(Br)c1
  0, 10, -12, 2.2, -8, -9, 4, 3, -14
O=C1c2ccccc2NC(c2ccco2)N1O (stereo not drawn)
  -5, 7, -3, -4.8, -4, 7, 5, 6, -5
O=S(=O)(Cc1ccccc1)N1CCCC(c2nc(-c3ccc(F)cc3)no2)C1 (stereo not drawn)
  5, -6, 0, 1.3, -5, 6, 6, 2, -2

Next section.
Fields: TPT1 inhibitor, MCL1-BIM inh, PME-1 primary, MEX-5 binding, PAD4 inh, GSTO1 counter, GLD-1 TGE inh, Bcl-xL primary, Fam108B counter
CCOC(=O)C1CCCCN1Cc1ccc(OC)c(OC)c1 (stereo not drawn)
  0, 2, 2, 0.3, -1, 6, 0, 3, -2
CCOC(=O)C1=C(C)N(C)C(C)=C(C(=O)OCC)C1c1ccc(C(=O)OC)cc1
  -4, 12, -3, -1.9, 0, -1, 4, 8, -2
Cc1ccc(OCCN2C(=O)C(=O)c3cc(C)ccc32)cc1
  -1, -2, 6, -2.4, 0, 1, 3, 4, 4
CC1(C)Cc2c(sc(NC(=O)C(=O)NCCCN3CCOCC3)c2C(N)=O)CO1
  2, 3, -3, -1.5, 0, 2, -1, 0, 0
Cc1cccc(NC(=O)COC(=O)c2ccc([N+](=O)[O-])o2)c1C
  -1, 3, 2, -2.4, -13, 6, 6, 0, 7
O=C(N/N=C/c1ccc2c(c1)OCO2)C(=O)Nc1ccc2ccccc2c1
  -1, 4, -6, -0.2, 0, -4, 2, 4, -3
CCOC(=O)CCNC(=O)N1CCCC(N(C)CCc2ccc(OC)c(OC)c2)C1 (stereo not drawn)
  -1, -5, -3, -1.8, -2, 4, 2, 4, -2
O=C(c1cc2c(=O)n3ccccc3nc2s1)N1CCc2ccccc2C1
  6, 9, -2, -0.5, -14, 1, 3, 16, 0
CCc1ccc(NSc2ccccc2[N+](=O)[O-])cc1
  -5, 0, 9, 3.3, -3, -2, 12, 2, 3
Cc1cccc2c(=O)n3c(nc12)CCCCC3
  1, 2, -6, 0.2, -8, 0, 7, 1, 0

Further results
Fields: TPT1 inhibitor, MCL1-BIM inh, PME-1 primary, MEX-5 binding, PAD4 inh, GSTO1 counter, GLD-1 TGE inh, Bcl-xL primary, Fam108B counter
Cc1nc(CCNS(=O)(=O)c2cccs2)cs1
  -2, 3, -1, -3.0, 2, 7, 6, -3, 2
CCc1ccc(-c2csc(NC(=O)c3cccnc3)n2)cc1
  3, -3, -10, -0.8, 0, -4, 1, 1, -5
O=C(CSc1nnnn1-c1ccccc1)Nc1nc(-c2ccccc2)ns1
  -4, 6, -3, -0.3, -3, -10, -2, -5, -3
CCOC(CNC(=O)Cc1c(C)nc2c(-c3ccccc3)c(C)nn2c1C)OCC
  0, 4, -6, -2.4, 0, -1, 8, 4, -2
Cc1nn(Cc2c(F)c(F)c(F)c(F)c2F)c(C)c1NC(=O)c1nn(C)c(C)c1Br
  -1, 8, 2, 1.6, -7, 1, 5, 5, 0
CC1=C(C(=O)NCc2ccccc2)C(c2cccs2)n2ncnc2N1 (stereo not drawn)
  -1, -7, -1, 1.2, 1, 1, 9, 2, -1
COc1ccccc1/C=N/NC(=O)CC(=O)NC1CCCCC1
  -1, 1, 1, -3.3, -6, 17, 0, 7, -4
CC(=O)c1cccc(N(CC(=O)Nc2ccccc2C(=O)N2CCCC2)S(C)(=O)=O)c1
  0, -4, -1, 1.2, 1, 6, 0, 5, 3
COc1ccc(-n2cc(-c3ccccc3)c3c(NN4CCOCC4)ncnc32)cc1
  4, -5, 0, 2.3, -1, 2, -8, 5, -4
CC(NC(=O)c1ccc(CS(C)(=O)=O)cc1)c1ccc(-n2ccnc2)cc1 (stereo not drawn)
  -3, 12, 3, -1.1, 0, 6, 4, 3, -2

The results go on.
Fields: TPT1 inhibitor, MCL1-BIM inh, PME-1 primary, MEX-5 binding, PAD4 inh, GSTO1 counter, GLD-1 TGE inh, Bcl-xL primary, Fam108B counter
COc1cccc(C(c2c(N)n(C)c(=O)n(C)c2=O)C(C)[N+](=O)[O-])c1 (stereo not drawn)
  -2, -2, 1, 0.4, -1, 3, -2, 4, 0
OC(c1ccccc1)(c1ccccc1)C1CCN(C(=S)NC2CCCC2)CC1
  2, 2, -3, 3.0, -5, 0, 0, 1, -4
Cc1ccc(C23CC4CC(CC(C(N)=O)(C4)C2)C3)cc1
  3, 1, -1, 1.2, -3, 3, -2, 3, 1
CCCCS(=O)(=O)Nc1ccc(N2CCOCC2)c(S(=O)(=O)N2CCOCC2)c1
  -2, 3, -1, 0.8, -4, 1, -4, -1, -6
NCCn1c(-c2ccccc2)cc(C(=O)O)c1-c1ccccc1F
  -2, 1, -2, -0.1, 7, -1, 6, -3, -1
O=C(NC12CC3CC(CC(C3)C1)C2)c1ccc(COc2ccc(Cl)cc2[N+](=O)[O-])o1
  -9, 6, -8, ., 2, -4, 3, 9, 3
O=C(NCCCN1CCCC1=O)C1CCN(S(=O)(=O)c2ccc(F)cc2)CC1
  ., -6, 9, ., -5, ., -1, 4, .
O=C(COC(=O)c1ccc(Br)o1)Nc1cccc(S(=O)(=O)N2CCCCCC2)c1
  -2, -1, -10, 3.1, 2, 1, 8, 2, -6
COc1ccc(CC(=O)Nc2cc(C)ccc2O)cc1OC
  -3, 2, 2, -1.1, -3, -2, 8, 5, -6
CC(Sc1nnnn1C)C(=O)NC1CCCc2ccccc21 (stereo not drawn)
  1, -2, -1, 1.3, -3, -3, 4, -2, 1
Cn1c(SCC(=O)N2CCN(c3cccc(Cl)c3)CC2)nnc1-c1ccncc1
  -1, -2, -4, 1.1, 2, -8, -4, -1, 0
